DAGLB inh: diacylglycerol lipase beta (human) inhibition | Q8NCG7 | 0.059% of 340,000 active | inhibition, % at 5.17 µM | HEK293T DAGLB membrane lysate, EnzChek fluorogenic substrate | AID 504411; in the data active = inhibition above about 34%;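 note: 0% = enzyme with vehicle and 100% = wells lacking enzyme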
Keap1 Nrf2 FP: Keap1-Nrf2 (human) interaction inhibition; Q14145; Keap1 Kelch-Nrf2 peptide fluorescence polarization, 1536-well; inhibition, % at 9.4 µM; 0.15% of 340,000 active; in the data active = inhibition above about 12%; inconclusive = no clear call, values can overlap the other calls; inactive = below about 7.3%;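 note: human Keap1 Kelch domain with fluorescein labeled Nrf2 9mer peptide probe; 0% = neutral control wells and 100% = peptide positive control; higher means more block of Keap1 binding to Nrf2 peptide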
Target sequence (Q14145 whole entry, looked up, the tested form may be a part): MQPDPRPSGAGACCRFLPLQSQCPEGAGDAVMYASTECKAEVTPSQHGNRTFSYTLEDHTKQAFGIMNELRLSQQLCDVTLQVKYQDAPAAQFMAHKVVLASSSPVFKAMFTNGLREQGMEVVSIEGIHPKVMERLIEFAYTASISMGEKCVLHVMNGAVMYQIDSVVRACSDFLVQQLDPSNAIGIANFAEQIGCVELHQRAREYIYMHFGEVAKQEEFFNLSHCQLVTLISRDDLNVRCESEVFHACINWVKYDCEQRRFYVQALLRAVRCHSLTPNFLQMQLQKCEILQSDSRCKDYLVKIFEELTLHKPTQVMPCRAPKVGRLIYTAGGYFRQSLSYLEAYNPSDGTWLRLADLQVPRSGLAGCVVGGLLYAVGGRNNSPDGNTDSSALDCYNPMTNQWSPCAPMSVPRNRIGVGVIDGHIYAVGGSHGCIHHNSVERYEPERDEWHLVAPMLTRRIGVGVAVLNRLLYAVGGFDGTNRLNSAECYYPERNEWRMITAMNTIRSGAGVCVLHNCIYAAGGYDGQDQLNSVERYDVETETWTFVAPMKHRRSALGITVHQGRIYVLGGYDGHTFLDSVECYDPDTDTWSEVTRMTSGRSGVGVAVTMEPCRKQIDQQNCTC
SR-BI uptake up: enhances SR-BI lipid uptake from DiI-HDL; activation, % at 12.5 µM; AID 504775; 0.096% of 320,000 active; CHO ldlA[mSR-BI] cells, DiI-HDL uptake fluorescence, 3 h; 100 = double the neutral-control signal;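 active = mean replicate activation of at least 60% and every replicate at or above 60%; inconclusive = mean or all-replicate condition met, but not both; inactive = mean below 60% and not all replicates reaching 60%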;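 note: 0% = median plate neutral-control signal and 100% = twice that signal; values of inactives mirror those of a sister screen read the other way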
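System: CHO ldlA[mSR-BI] cells / Medium: HEPES-buffered (25 mM, pH 7.4) F12 plus 0.5% BSA / Probe or stimulus: labelled HDL, 10 µg/mL / Doses: single compound concentration, delivered by pin transfer / Schedule: 3 h, 37 °C / Measured by: DiI fluorescence, bottom read / Measure: cell-associated DiI fluorescence as measure of HDL uptake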
PKA-R2B act: activators of human PKA-R2B complex; AID 504700; activation, % at 11.4 µM; P22694+P31323; PKA-R2B holoenzyme dissociation, Cy5-IP20 fluorescence polarization; R2B truncated from residue 108, S112A mutant; 0% DMSO only, 100% 113 µM cGMP; 0.079% of 340,000 active;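 active = activation above a cutoff set at the mean over all compounds plus 3 SD, cut at about 18% in these data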;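 note: higher means more holoenzyme dissociation and a rise in polarization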
Cardiac RTF inh: cardiac RTF calcium desensitization | P19429+P45379 | IANBD-labeled cardiac RTF, Ca2+ fluorescence | inhibition, % at 7.15 µM | 0.12% of 340,000 active | AID 493244;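 active = inhibition above the mean inhibition of all tested compounds plus 3 SD, cut at about 17% in these data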;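 note: assay run at fixed EC70 calcium of 1.6 mM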
CAL PDZ FP-1: blocks peptide binding to the human CAL PDZ domain | Q9HD26 | purified CAL PDZ, TMR-peptide fluorescence polarization, 1 h | inhibition, % at 24.9 µM | 0.92% of 300,000 active | AID 602252;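 active = mean inhibition of at least 30% with at least half of replicates also reaching 30%; inconclusive = no clear call, values can overlap the other calls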;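 note: 0% = DMSO neutral control and 100% = excess unlabeled competitor peptide PRC23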
Rtt109 HAT inh: C. albicans Rtt109 histone acetyltransferase inhibition. AID 540336. 0.16% of 330,000 active. Q5AAJ8. inhibition, % at 34.9 µM. purified Rtt109/Vps75, ThioGlo CoA-SH fluorescence, 4 h;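 active = inhibition of at least 50% in every replicate; inconclusive = best replicate reaches 50% inhibition but some replicates fall short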
Target sequence (Q5AAJ8 whole entry, looked up): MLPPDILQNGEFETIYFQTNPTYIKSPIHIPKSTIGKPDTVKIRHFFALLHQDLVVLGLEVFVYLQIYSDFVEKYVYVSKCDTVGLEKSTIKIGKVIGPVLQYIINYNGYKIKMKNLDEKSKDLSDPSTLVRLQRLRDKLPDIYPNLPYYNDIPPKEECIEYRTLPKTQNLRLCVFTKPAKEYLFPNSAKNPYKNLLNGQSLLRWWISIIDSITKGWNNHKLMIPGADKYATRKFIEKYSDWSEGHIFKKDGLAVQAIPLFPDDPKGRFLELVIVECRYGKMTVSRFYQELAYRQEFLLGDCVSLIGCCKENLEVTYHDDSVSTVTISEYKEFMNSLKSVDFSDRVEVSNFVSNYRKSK
CAL PDZ FP-2: human CAL PDZ-peptide interaction inhibition. AID 504414. purified CAL PDZ, TMR-peptide fluorescence polarization, 1 h. inhibition, % at 20 µM. 0.02% of 330,000 active;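 active = highest replicate inhibition of at least 40%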;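 note: plate controls were DMSO neutral control wells for no effect and unlabeled competitor peptide control wells for full effect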
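material = purified tagged CAL PDZ domain construct (CerCALP) | compound dosing = 20 µM, one dose | times = 1 h at RT | measured by = fluorescence polarization from S- and P-plane intensities, G-factor corrected | read-out = inhibition from polarization loss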
C-LANA FP: inhibitors of KSHV LANA C-terminal domain DNA binding. MBP-C-LANA/FAM-LBS DNA binding, fluorescence polarization. inhibition, % at 9 µM. 0.078% of 340,000 active;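 active = highest replicate inhibition at or above 60% at 9 µM, even if other replicates fall short; inactive = all replicates below 60% inhibition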;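 note: 0% = neutral control wells and 100% = 4 µM acridine orange control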
RTF Ca sens act: cardiac RTF calcium sensitization. P19429+P45379. IANBD-labeled TnC RTF fluorescence at EC20 calcium; 0% EC20 calcium, 100% full calcium. activation, % at 7.2 µM. 0.24% of 340,000 active;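 active = activation above the mean over all tested compounds plus 3 SD, cut at about 30% in these data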;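 note: rise in fluorescence read as greater calcium sensitivity of cardiac thin filaments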
Active calls of the source: *; ? = inconclusive; / = not tested or not shown. Hits appear at their usual frequency, and some 1.6% of all compounds hit somewhere here.

SMILES	DAGLB inh	Keap1 Nrf2 FP	SR-BI uptake up	PKA-R2B act	Cardiac RTF inh	CAL PDZ FP-1	Rtt109 HAT inh	CAL PDZ FP-2	C-LANA FP	RTF Ca sens act
COc1ccc(NC(=S)N2CCN(c3ccccn3)CC2)cc1	0.7	-1.6	14.3	-0.3	-17.1	-0.7	/	-1.8	0.8	11.4
Cc1ccn(CC(=O)NC2CC(C)(C)Cc3c2cnn3-c2ccc(F)cc2)n1 (centres undefined)	-0.5	2.9	/	3.2	-9.8	/	5.3	-0.2	0.5	-4.1
COCCNC(=S)N/N=C(\C)c1ccc(C)c([N+](=O)[O-])c1	-1.1	-2.7	-29.4	9.0	-0.5	0.9	9.3	-0.8	0.5	-0.7
O=C(NC1CCCCC1)NC1(C(=O)N2CCN3CCCC3C2)CCCCC1 (centres undefined)	-0.5	-8.4	27.9	5.2	-6.0	6.2	-4.2	-1.9	4.2	2.0
CCCCCCCCN1[C@@H](CC(=O)OC)c2cc(C(F)(F)F)ccc2S1(=O)=O	-36.2	3.3	4.7	-2.8	4.6	1.6	3.4	-0.5	1.6	-8.1
O=C(N[C@H]1CCC(=O)N([C@H](CSc2ccc(Br)cc2)Cc2ccccc2)CC1)OCc1ccccc1	-10.5	-1.8	-19.8	-10.1	5.0	-1.9	4.3	-1.3	4.5	-1.1
COc1cc(-c2nc(CN3CCN(C(=O)c4ccco4)CC3)c(C)o2)ccc1F	-0.9	0.7	-28.3	-2.5	0.1	2.2	8.4	-1.6	0.1	1.7
Cc1noc(/C=C/c2ccco2)c1S(=O)(=O)N1CCC(C(=O)N2CCc3ccccc3C2)CC1	0.4	-7.4	-30.1	-8.2	-7.3	-0.9	4.2	-0.5	-2.6	4.3
CCCCn1c(NCc2ccccn2)nc2ccccc21	2.7	-8.6	-5.6	-8.2	-4.6	0.1	5.6	/	-1.7	5.9
COc1cc(/C=N/n2c(-c3ccccc3)n[nH]c2=S)cc(OC)c1OC	-2.7	-2.9	5.5	-7.9	-13.3	/	-7.9	-0.3	0.1	2.1
O=C(Nc1ccon1)Nc1ccc(F)cc1F	-1.5	-2.2	24.5	1.1	6.7	3.2	4.3	-1.0	-0.1	-4.5
CNc1cc(C)nc(N2CCOCC2)n1	-0.1	0.5	21.3	-0.9	-2.7	-4.9	-20.2	-0.8	0.5	4.1
COc1ccc(CCNC(=O)c2cc(-c3ccco3)on2)cc1OC	-0.9	-0.4	-6.8	-5.0	9.2	-1.9	4.3	-2.7	0.3	-5.7
O=C(NCC(O)c1ccccc1)Nc1cccs1 (centres undefined)	0.3	-2.2	14.1	-4.2	-6.0	/	2.2	-1.0	-0.4	0.2
Cc1cc2nnc(SC(C)C#N)n2c2ccccc12 (centres undefined)	0.0	6.2	39.1	-3.0	-11.0	-5.5	-5.0	0.1	-0.1	2.5
CCc1nnc(NC(=O)CC23CC4CC(CC(C4)C2)C3)s1	-1.6	1.2	17.5	-9.3	4.0	/	5.5	-1.1	0.2	-0.7
Cc1cccc(OCC(=O)NCCNC(=O)c2cccnc2)c1	-0.6	-6.2	/	0.2	-10.5	-2.2	-3.8	-3.0	-1.5	-1.9
CCCN1CCN(C(=S)Nc2sc(CC)cc2C(=O)OC)CC1	-7.8	-1.7	7.6	2.8	3.9	-2.5	7.2	0.6	1.1	0.1
CCC(C)C(NC(=O)c1ccccc1NC(=O)c1ccco1)C(=O)O (centres undefined)	1.2	-0.5	25.5	7.0	5.6	-3.5	/	-3.0	1.0	-0.6
CCN(CC)c1nc(OCCNC(=O)Nc2ccccc2)nc(N(CC)CC)n1	-14.7	-2.7	-32.1	0.0	-6.3	-1.3	0.7	/	-2.6	-4.1
COc1ccc(CN2CCN(S(=O)(=O)c3ccccc3)CC2)cc1Br	-0.5	5.1	-1.7	-6.7	-4.0	-3.4	/	-1.3	-0.4	4.7
C=CCNC(=O)COc1cc(C)cc(C)c1C	-0.1	2.8	8.3	4.7	-5.9	-0.8	0.3	-1.2	0.1	0.7
COc1ccc(/C=C/C(=O)NCc2cnn(C)c2C)cc1COc1ccc(Br)cc1	-0.1	-6.0	-57.0	-8.4	-4.4	-2.1	-1.5	-3.1	-1.3	3.2
CCC(=O)Nc1cc(C)c(OC)c(C)c1	-1.5	-0.6	14.7	-2.7	-4.8	-1.8	51.5*	-1.6	0.6	1.7
CCOC(=O)N1CCN(C(=O)C(c2ccccc2)c2ccccc2)CC1	-0.5	-0.5	/	14.9	-10.4	-1.7	7.9	-1.1	2.8	4.2
Cc1ccc(SC(C)C(=O)NCc2ccc(F)cc2)cc1 (centres undefined)	-2.3	-4.8	3.9	-9.1	-8.2	3.2	1.0	0.2	-0.3	5.5
CCN1CCN(C(=O)C2COc3ccccc3O2)CC1 (centres undefined)	0.5	-0.4	30.5	-5.8	1.1	/	-7.5	-0.4	4.3	-5.1
Cc1ccc(/C(O)=C2/C(=O)C(=O)N(CCN3CCOCC3)C2c2cccs2)cc1 (centres undefined)	0.1	-0.3	-10.3	-4.2	-4.6	-5.0	-0.9	-1.8	-0.4	0.6
COc1cc(-c2cc(C(=O)Nc3cccc(C(C)=O)c3)c3ccccc3n2)cc(OC)c1OC	-4.2	-0.9	-84.5	-5.0	3.6	-6.3	-0.7	-2.0	0.4	-0.5
O=C(/C=C/c1ccco1)OCn1nnc2ccccc2c1=O	-2.0	-2.5	10.7	-0.3	4.6	-1.9	-7.0	-2.9	1.1	0.6

Another view of some results above.
Compound | DAGLB inh | Keap1 Nrf2 FP | SR-BI uptake up | PKA-R2B act | Cardiac RTF inh | CAL PDZ FP-1 | Rtt109 HAT inh | CAL PDZ FP-2 | C-LANA FP | RTF Ca sens act
COc1ccc(/C=C/C(=O)NCc2cnn(C)c2C)cc1COc1ccc(Br)cc1 | -0.1 | -6.0 | -57.0 | -8.4 | -4.4 | -2.1 | -1.5 | -3.1 | -1.3 | 3.2
CCC(=O)Nc1cc(C)c(OC)c(C)c1 | -1.5 | -0.6 | 14.7 | -2.7 | -4.8 | -1.8 | 51.5* | -1.6 | 0.6 | 1.7
CCOC(=O)N1CCN(C(=O)C(c2ccccc2)c2ccccc2)CC1 | -0.5 | -0.5 | / | 14.9 | -10.4 | -1.7 | 7.9 | -1.1 | 2.8 | 4.2

Entries from the list above that have fluorine (5):
SMILES	DAGLB inh	Keap1 Nrf2 FP	SR-BI uptake up	PKA-R2B act	Cardiac RTF inh	CAL PDZ FP-1	Rtt109 HAT inh	CAL PDZ FP-2	C-LANA FP	RTF Ca sens act
Cc1ccn(CC(=O)NC2CC(C)(C)Cc3c2cnn3-c2ccc(F)cc2)n1 (centres undefined)	-0.5	2.9	/	3.2	-9.8	/	5.3	-0.2	0.5	-4.1
CCCCCCCCN1[C@@H](CC(=O)OC)c2cc(C(F)(F)F)ccc2S1(=O)=O	-36.2	3.3	4.7	-2.8	4.6	1.6	3.4	-0.5	1.6	-8.1
COc1cc(-c2nc(CN3CCN(C(=O)c4ccco4)CC3)c(C)o2)ccc1F	-0.9	0.7	-28.3	-2.5	0.1	2.2	8.4	-1.6	0.1	1.7
O=C(Nc1ccon1)Nc1ccc(F)cc1F	-1.5	-2.2	24.5	1.1	6.7	3.2	4.3	-1.0	-0.1	-4.5
Cc1ccc(SC(C)C(=O)NCc2ccc(F)cc2)cc1 (centres undefined)	-2.3	-4.8	3.9	-9.1	-8.2	3.2	1.0	0.2	-0.3	5.5

The results go on.
SMILES	DAGLB inh	Keap1 Nrf2 FP	SR-BI uptake up	PKA-R2B act	Cardiac RTF inh	CAL PDZ FP-1	Rtt109 HAT inh	CAL PDZ FP-2	C-LANA FP	RTF Ca sens act
CCC(Cc1ccccc1)NS(=O)(=O)c1ccc2c(c1)NC(=O)C(C)S2 (centres undefined)	-2.6	-3.5	0.3	-2.3	-4.9	0.2	3.9	-2.9	0.4	-3.5
Cc1cc(NN)nc2ccc(Cl)cc12	1.9	-0.5	14.0	1.0	10.6	-5.0	28.0	-0.1	-2.2	4.6
COc1ccc(/C=N/NC(=O)CSc2ccccc2)cc1OC	0.2	-2.3	26.9	-3.2	-5.2	-1.2	?	-2.0	0.6	1.4
CCCCC(NC(=O)Cc1c(C)c2cc3c4c(oc3c(C)c2oc1=O)CCCC4)C(=O)O (centres undefined)	1.5	-0.8	30.8	-2.0	0.4	-12.6	-14.3	-2.6	1.5	2.2
N#Cc1c(Cn2cncn2)nc(=O)n(-c2ccccc2)c1N	-2.5	1.0	24.1	-1.1	5.4	-1.2	8.6	0.3	1.6	5.8
COc1ccc(CNC(=O)C(=O)NCc2ccncc2)cc1	-0.8	-6.6	18.8	-8.3	-3.5	-5.0	0.8	-2.3	-0.5	-4.2
Cc1nc2ccccc2c(=O)n1NC(=O)c1ccccc1	1.0	-4.4	5.3	4.4	-0.9	-2.8	9.1	-0.1	-1.7	1.1
O=C(NC1CCCCCC1)c1cccnc1Sc1ccc(Cl)cc1	0.1	-2.5	-16.8	5.8	-6.0	-3.0	8.0	-1.7	0.4	8.2
Cc1ccc(S(=O)(=O)Nc2ccc3c(c2)nc(CCN2CCCCC2)n3C)cc1	0.4	-3.1	-3.0	-9.2	3.7	-2.1	13.4	1.0	3.6	-0.9
CCOC(=O)c1[nH]c2ccc(OC)cc2c1NC(=O)CN1CCC2(CC1)OCCO2	1.5	-3.1	12.8	-3.4	-2.2	-1.3	11.6	-1.0	0.8	-3.0
CC(C)(C)C(=O)CSc1nccc(=O)[nH]1	-1.5	-3.9	26.1	-0.8	-20.6	-0.1	-8.1	-2.7	-3.0	-1.2
Cn1ccc2cc(-c3ccc4ncnc(NCc5cccs5)c4c3)ccc21	0.9	-0.1	-38.0	7.0	-5.9	0.2	-5.6	-0.9	-0.6	-1.8
O=C(Cn1cnc2cc([N+](=O)[O-])ccc2c1=O)NCc1ccc(Cl)cc1	0.7	3.1	2.4	11.2	8.1	-7.1	3.5	-2.2	-1.8	-7.1
COc1nc(-c2ccccc2)nnc1-c1ccccc1	-6.9	-1.6	8.1	-11.3	-9.9	-1.1	-0.1	-0.7	0.5	-8.5
CC1=Nc2cc(C(=O)O)ccc2Sc2c(C)ccc(C)c21	2.6	1.9	40.6	2.5	-1.6	-1.4	-6.0	-1.1	2.1	-4.4
CCC(C)NCCCOc1ccc(C)cc1OC (centres undefined)	-0.9	0.4	22.8	-3.7	-1.7	1.9	0.1	-1.3	0.1	-4.7

Compound activity deposited in PubChem BioAssay by several laboratories.
